Source: PubChem (National Center for Advancing Translational Sciences (NCATS))
CCT modulator: cytosolic chaperonin activity modulation; 360,000 compounds, 0.3% hits; purified chaperonin ATPase assay, HTRF ADP detection, 30 min; AID 651819; activity change, % (test concentration not listed), hits read low; in the data active means activity change below about -30%; further: on the % scale 0 is the no-effect control and ±100 the full control effect
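First, chaperonin was dispensed at 40 nM or 20 nM final depending on batch activity. Next, compounds were pinned at 76 uM and ATP added at 10 uM. After 30 min at 37 °C, ADP detection reagents ran 30 min at ambient temperature.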
WRN helicase inh: blocks human WRN helicase; Q14191; WRN helicase unwinding, fluorescent forked duplex, kinetic; Potency, µM (titrated, usually from 114 µM), inactives show at the top dose activity change, negative = inhibition, actives largely listed as inhibitors; 360,000 compounds, 0.46% hits; further: potency means the concentration at half of the fitted maximal effect; on the % scale 0 is the no-effect control and ±100 the full control effect; nearly all actives have a fitted effect of over 55% in size
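WRN at 20 nM final was preincubated with compound for 15 min at room temperature; reaction started with 100 nM forked duplex oligonucleotide carrying fluorophore and quencher plus 2 mM ATP (final). Unwinding followed kinetically by red fluorescence (ex 525/em 598 nm).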
PI5P4Ka inh: blocks human PI5P4K alpha kinase activity; max response, %; 330,000 compounds, 1.2% hits; PI5P4Kalpha enzyme, ADP-Glo luminescence, 60 min; stronger effect = lower value; AID 652105; P48426; active means max response of -50% or lower; inconclusive means between -30% and -50%; inactive means -30% or higher; further: value at the top dose of about 77 µM; on the % scale 0 is the no-effect control and ±100 the full control effect
Target sequence (P48426 whole entry, looked up): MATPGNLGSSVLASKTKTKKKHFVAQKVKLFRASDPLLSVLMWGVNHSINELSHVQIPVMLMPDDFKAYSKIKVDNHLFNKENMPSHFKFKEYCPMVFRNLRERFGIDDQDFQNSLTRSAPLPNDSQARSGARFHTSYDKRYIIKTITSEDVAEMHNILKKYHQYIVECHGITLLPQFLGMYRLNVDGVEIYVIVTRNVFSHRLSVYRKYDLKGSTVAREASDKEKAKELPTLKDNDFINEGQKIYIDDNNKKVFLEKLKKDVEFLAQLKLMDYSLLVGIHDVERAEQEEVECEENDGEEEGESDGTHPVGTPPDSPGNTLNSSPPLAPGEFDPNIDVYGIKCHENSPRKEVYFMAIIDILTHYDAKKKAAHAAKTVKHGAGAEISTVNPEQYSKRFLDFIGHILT
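Luminescence from ADP-Glo served as readout of PI5P4Kalpha activity in a qHTS format. Reaction: enzyme, substrate, compound, ATP at 5 microM final, 60 min at RT.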
EPAC1 ag: EPAC1 (human) agonism; O95398; Potency, µM (series often up to 154 µM), for the others: at the highest dose activation, usual class: activators; EPAC1 agonist qHTS, biochemical assay; response scale: 100% = response to 6.5 mM cAMP; 360,000 compounds, 0.073% hits; further: potency means the concentration at half of the fitted maximal effect; nearly all actives have a fitted effect of over 60% in size
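EPAC1 100 nM, Rap1B–BODIPY-GDP 250 nM, unlabeled GDP 50 uM; compound titration; 5 min RT; kinetic read ex480/em540 at 5-min intervals ×30 min; data normalized to 6.5 mM cAMP agonist control.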
EPAC2 ag: EPAC2 (human) agonism; Q8WZA2; EPAC2 activation, biochemical qHTS; response scale: 100% = 6.5 mM cAMP response; Potency, µM (series often up to 154 µM), for the others: top-dose activation, hits mostly activators; 360,000 compounds, 0.079% hits; AID 720711; further: potency means the concentration at half of the fitted maximal effect; nearly all actives have a fitted effect of over 50% in size
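Exchange assay: 100 nM EPAC2 with 250 nM Rap1B-BODIPY-GDP and 50 uM GDP. Fluorescence (ex 480/em 540 nm) read every 5 min for 30 min at room temperature. Data normalized to 6.5 mM cAMP as agonist control.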
IL-2 act: activates IL-2 in a cell-based reporter assay; IL-2 activation reporter assay, cell-based qHTS; stimulated with anti-CD3/CD4/CD28 beads; in transgenic mouse T cells; activation, % (series mostly up to about 46 µM); 360,000 compounds, 0.065% hits; AID 652025; in the data active means activation above about 50%; inconclusive means mostly about 30% to 49%; further: 0% is about no effect
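Readout is EGFP and DsRed signal by fluorescent plate cytometry after 18 h at 37 degrees C. Transgenic mouse T cells (750/well) received compound for 60 min before bead stimulation (anti-CD3, anti-CD4, anti-CD28); memory T cells served as non-tolerant control.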
EPAC1 antag: EPAC1 (human) antagonism | EPAC1 GEF assay, Rap1b-BODIPY-GDP exchange fluorescence | AID 720709 | Potency, µM (titrated, usually from 115 µM), inactives show top-dose activity change, negative = inhibition, actives largely listed as inhibitors | 360,000 compounds, 0.14% hits;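 further: potency means the concentration at half of the fitted maximal effect; plate controls were vehicle for no effect and positive control for full effect; nearly all actives have a fitted effect of over 50% in size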
PLK1 PBD block: inhibitors of human PLK1 polo-box domain binding; Plk1 PBD binding of FITC phosphopeptide, fluorescence polarization; Potency, µM, inactives show max response, negative = inhibition, actives largely listed as inhibitors; 360,000 compounds, 2.8% hits; further: potency means the concentration at half of the fitted maximal effect; series mostly up to about 57 µM; on the % scale 0 is the no-effect control and ±100 the full control effect; nearly all actives have a fitted effect of over 65% in size
Target sequence (P53350 whole entry, looked up, the tested form may be a part): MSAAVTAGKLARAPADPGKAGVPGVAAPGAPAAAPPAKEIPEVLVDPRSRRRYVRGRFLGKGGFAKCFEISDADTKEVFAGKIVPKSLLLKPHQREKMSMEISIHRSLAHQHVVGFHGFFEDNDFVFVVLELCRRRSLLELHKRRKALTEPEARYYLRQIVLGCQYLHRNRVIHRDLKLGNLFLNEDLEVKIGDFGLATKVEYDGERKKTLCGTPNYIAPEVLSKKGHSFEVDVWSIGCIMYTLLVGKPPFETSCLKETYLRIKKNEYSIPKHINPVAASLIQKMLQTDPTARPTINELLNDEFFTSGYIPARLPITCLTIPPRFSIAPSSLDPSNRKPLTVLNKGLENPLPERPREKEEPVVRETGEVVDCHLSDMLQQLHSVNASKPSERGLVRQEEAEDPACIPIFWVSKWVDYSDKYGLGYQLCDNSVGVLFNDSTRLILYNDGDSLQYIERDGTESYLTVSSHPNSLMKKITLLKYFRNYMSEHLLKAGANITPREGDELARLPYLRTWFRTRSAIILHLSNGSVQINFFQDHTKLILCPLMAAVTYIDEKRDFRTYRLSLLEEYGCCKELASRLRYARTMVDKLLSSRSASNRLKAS
The depositor's hits bear a star; ? = inconclusive; / = not tested or not shown; [ ] = another dose, or the depositor's remark. Unless noted, the call rests on the fitted dose curve; in most records, active means well fitted curve in the direction sought with a large enough effect; inconclusive means small, poorly fitted or top-dose-only effect, or another doubt; inactive means no such curve, though single readings can be large; an effect the other way counts as inactive or inconclusive. This is a subset; rates above refer to the full screens.

Results follow in this order: CCT modulator	WRN helicase inh	PI5P4Ka inh	EPAC1 ag	EPAC2 ag	IL-2 act	EPAC1 antag	PLK1 PBD block
#1 CCOc1ccc(NC(=O)Cn2nnc(-c3ccccc3F)n2)cc1
 : -2.0	0%	/	-1%	-1%	-2.9	-4%	-4%
#2 CCC(C)N(C(=O)CSc1ccc(NC(C)=O)cc1)C1CCS(=O)(=O)C1 (configuration not stated)
 : -1.2	-4%	5	5%	5%	-1.5	-3%	30µM*
#3 CN(CCO)c1cccc2c1S(=O)(=O)N[C@@H](Cc1ccccc1)CO2
 : -0.2	-11%	-1	0%	3%	0.4	-14%	-2%
#4 O=C(O)c1cccc2c1Oc1ccccc1S2(=O)=O
 : 3.1	1%	5	-10%	6%	-0.2	1%	-2%
#5 COCCN(C(=O)Nc1ccc(F)cc1F)c1nc2ccccc2s1
 : 2.4	6%	28	-2%	-6%	-2.8	-4%	2%
#6 O=C(NCc1cccs1)c1ccc2c(c1)ncn2C1CCCC1
 : -2.0	-4%	/	8%	11%	-0.3	3%	-23%
#7 CCOCCCn1c(=S)[nH]c2cc(C(=O)NCCc3ccc(OC)c(OC)c3)ccc2c1=O
 : 1.2	-6%[57.1 µM]	3	-15%	-8%	-2.0	15%	0%
#8 COC(=O)NC1CSCC1OC(=O)CN1C(=O)c2ccccc2C1=O (configuration not stated)
 : -0.3	0%	3	-3%	6%	0.1	1%	-3%
#9 CC(C)(C)NC(=O)C(c1ccncc1)N(C(=O)Cn1nnc(-c2ccc(F)cc2)n1)c1ccccc1F (configuration not stated)
 : -0.1	-22%[57.1 µM]	1	2%	-9%	1.2	-4%	-6%
#10 Cc1nn(C(C)C(=O)NCCCc2ccccc2)c(=O)c2cc3occc3n12 (configuration not stated)
 : 2.4	-19%	3	6%	7%	-0.7	16%	0%
#11 O=C(c1cccc([N+](=O)[O-])c1)N1CCOCC1
 : -1.3	-3%	-2	-2%	10%	7.3	-4%	-7%
#12 COC(=O)c1ccc(C)c(NC(=O)c2ccc(CN3CCc4ccccc4C3)cc2)c1
 : -12	-11%	-3	18%	-3%	-0.2	-2%	-8%
#13 Cc1cc(C)cc(NC(=O)CCn2ccnc2)c1
 : -1.8	-29%	-16	9%	5%	-2.5	?	-3%
#14 COc1ccc(N2CCN(c3nc(Cl)nc(Nc4ccc(F)cc4)n3)CC2)cc1
 : -2.0	-29%[57.1 µM]	14	9%	3%	5.0	-3%	-7%
#15 Cc1onc(-c2ccccc2Cl)c1C(=O)Nc1ccccc1N1CCOCC1
 : -1.3	-5%	7	-1%	9%	0.3	-8%	0%
#16 O=C(O)c1cc(-n2[nH]c(=O)c3ccccc3c2=O)ccc1Cl
 : 0.7	-3%	-2	-2%	8%	0.2	-10%	-6%
#17 C=CCN(C(=O)c1csnn1)C(C(=O)NC1CCCCC1)c1ccccc1 (configuration not stated)
 : 2.6	7%	-6	-2%	2%	0.3	-8%	-2%
#18 CC(OC(=O)c1ccc2c(=O)n3c(nc2c1)CCCCC3)C(=O)Nc1ncc(Cl)cc1Cl (configuration not stated)
 : -2.3	-5%	-5	-15%	-11%	1.9	8%	0%
#19 CCCCC(CC)CNC(=O)C1C2C=CC(C2)C1C(=O)O (configuration not stated)
 : 0.0	-1%	/	10%	2%	-1.7	-10%	4%
#20 CC[C@H](C)Cc1cn([C@@H](CCCCN)C(=O)NCCCCCCCCCCC(=O)N2CCNCC2)nn1
 : -4.1	7%	-3	6%	2%	0.3	-1%	-9%
#21 COc1ccc(-c2csc(NC(C)=O)n2)cc1OC
 : 0.6	8%	-8	-1%	0%	0.8	12%	27µM*
#22 FC(F)(F)c1nnc(N2CCN(c3ccc(Cl)cc3)CC2)s1
 : -1.4	-1%	-2	-15%	4%	0.0	2%	5%
#23 O=C(O)CN(Cc1ccccc1)S(=O)(=O)c1ccc2c(c1)OCCO2
 : 1.0	-9%	-3	7%	-7%	-0.5	-1%	-36%
#24 CCCCN1CNC(=S)N(Cc2ccccc2)C1
 : -1.4	3%	1	3%	13%	-2.4	-5%	-7%
#25 CC(C)(C)NC(=O)NC(=O)COC(=O)C1c2ccccc2Oc2ccccc21
 : 0.9	-9%	7	1%	20%	-0.1	-22%	-13%
#26 Cc1cc(NC(=O)Cn2cnc3sc(C)c(-c4ccccc4)c3c2=O)no1
 : -2.5	-2%	/	12%	5%	-1.2	2%	-2%
#27 COc1ccnc(Nc2cccc(C)c2)c1C#N
 : 1.4	-4%	/	6%	6%	0.9	2%	-6%
#28 CC(=O)Nc1ccc(NC(=O)c2c(C)noc2C)cc1
 : -2.9	5%	0	3%	6%	-3.4	11%	-10%
#29 Cc1nnc(Nc2ccc(C(=O)NCCO)cc2)c2ccccc12
 : -0.3	-15%	/	4%	4%	-1.5	7%	2%
#30 Cc1ccc(OCCCn2ccnc2)cc1C
 : 0.4	-5%	0	2%	-16%	-0.3	8%	2%

An excerpt from above, showing only EPAC1 antag, EPAC2 ag and PLK1 PBD block.
# | canonical_smiles | EPAC1 antag | EPAC2 ag | PLK1 PBD block
22 | FC(F)(F)c1nnc(N2CCN(c3ccc(Cl)cc3)CC2)s1 | 2% | 4% | 5%
23 | O=C(O)CN(Cc1ccccc1)S(=O)(=O)c1ccc2c(c1)OCCO2 | -1% | -7% | -36%
24 | CCCCN1CNC(=S)N(Cc2ccccc2)C1 | -5% | 13% | -7%
25 | CC(C)(C)NC(=O)NC(=O)COC(=O)C1c2ccccc2Oc2ccccc21 | -22% | 20% | -13%

(next part)
Results follow in this order: CCT modulator	WRN helicase inh	PI5P4Ka inh	EPAC1 ag	EPAC2 ag	IL-2 act	EPAC1 antag	PLK1 PBD block
#31 COc1cc(/C=N/NC(=O)CNC(=O)c2ccncc2)ccc1OC(C)=O
 : -0.1	5%	2	10%	12%	-0.6	15%	-12%
#32 CC(NC(=O)c1ccc(Cn2cc([N+](=O)[O-])cn2)cc1)c1ccccc1 (configuration not stated)
 : 0.8	1%	-9	2%	1%	-2.2	7%	27µM*
#33 COc1ccc2ccc(OCC(=O)Nc3cc(C)on3)cc2c1
 : -0.8	3%	-2	12%	4%	-0.6	-4%	5%
#34 Cc1ccc2[nH]c(=O)c(CN(CCCN(C)C)C(=S)NCCc3ccccc3)cc2c1
 : 0.5	-4%	16	2%	8%	-0.9	1%	-11%
#35 CC1(C)C(=O)Nc2ccccc2N1C(=O)COC(=O)c1ccc(NC(N)=O)cc1
 : -1.2	-11%	-17	-2%	4%	-0.9	-2%	-5%
#36 O=C(Nc1cc(F)cc(F)c1)c1ccc(NCCc2ccccc2)c([N+](=O)[O-])c1
 : -0.8	-16%[57.1 µM]	2	-29%	-52%[inhibitor]	5.4	25%	32%[activator]
#37 N=C1/C(=C\c2ccc(OC(=O)c3ccccc3)cc2)C(=O)N=C2SC(N3CCOCC3)=NN12
 : -0.1	-4%[11.6 µM]	?	-2%	4%	-1.3	-25%	24µM*
#38 COc1ccc(CN2CC(C(=O)NCCN3CCN(c4ccccc4F)CC3)CC2=O)cc1 (configuration not stated)
 : -0.7	-5%	9	1%	9%	0.4	-3%	-5%
#39 COc1ccc(OC)c(NC(=O)C2CCN(S(=O)(=O)c3ccc4c(c3)OCCO4)CC2)c1
 : 1.3	-10%	5	?	5%	1.0	-2%	-2%
#40 O=C1N=C(N2CCN(c3cccc4ccccc34)CC2)S/C1=C/c1cccs1
 : -6.9	-8%	1	6%	6%	0.7	-6%	-7%
#41 Oc1ccc2ccccc2c1CNc1cnc2ccccc2c1
 : -6.3	-32%	/	15%	11%	1.9	4%	3.4µM*
#42 Cc1ccc(N2C(=O)C(CN3CCCC3)C2c2ccccc2)cc1 (configuration not stated)
 : 4.4	-5%	-1	7%	1%	-0.8	12%	-20%
#43 CC(CC(=O)Nc1ccc(-c2ccno2)cc1)n1cccn1 (configuration not stated)
 : 0.4	-7%	-5	6%	6%	-0.1	-5%	-3%
#44 Cc1ccc(NC(=O)N2CCCc3ccccc32)cc1C
 : -0.1	1%	23	-13%	-9%	-0.7	-20%	3%
#45 Cc1cc(=O)oc(C)c1C(=O)N1CCc2c([nH]c3ccccc23)C1C(C)C (configuration not stated)
 : -2.5	3%	5	2%	17%	4.0	7%	-15%
#46 COc1ccc([C@H]2CC(=O)C=C(c3ccc4ncccc4c3)C2)cc1OC
 : -0.4	17%	-1	6%	7%	0.1	-27%	-5%
#47 CN(C)C1=NC[C@H](Cc2ccccc2)N1CCc1cccc(F)c1
 : -0.1	-5%	6	-20%	-1%	-0.3	-2%	-1%
#48 CCOCCCNC(=O)c1cc2c(=O)[nH]c3ccccc3c2s1
 : 0.0	8%	3	9%	2%	0.0	22%	-2%
#49 CNC(=S)N(Cc1ccc2c(c1)OCO2)C1CC(=O)N(c2ccc(F)cc2)C1=O (configuration not stated)
 : -4.6	-25%[57.1 µM]	-8	0%	1%	-0.4	-11%	-13%
#50 COc1ccccc1CN1C(=S)SC(C)(C)C1NO (configuration not stated)
 : -0.2	2%	0	-4%	-1%	-0.7	0%	-24%
#51 OCCOc1cccc(CN2CCC(CO)(CCOc3ccccc3)CC2)c1
 : 2.6	12%	1	-3%	6%	1.0	-18%	-4%
#52 Cc1cnc(C(=O)OCc2c(C)cc(C(C)(C)C)cc2C)cn1
 : -3.3	0%	4	5%	2%	1.9	-2%	1%
#53 Cc1ccc(NC(=O)CCC(=O)c2ccccc2)cc1
 : 1.1	-8%	5	-7%	12%	-2.0	-7%	0%
#54 CC(=O)c1cccc(N(C(=O)c2ccco2)C(C(=O)NC2CCCC2)c2ccccc2F)c1 (configuration not stated)
 : 0.6	-2%	0	11%	5%	-1.4	9%	0%
#55 COc1cccc(C=NNc2nnc(NN=Cc3cccc(OC)c3OC)c3ccccc23)c1OC
 : -1.5	?	-1	14%	10%	-4.7	-3%	-6%
#56 CSCCC(NC(=O)c1ccccc1Cl)C(=O)OCC(=O)N1CCCC1=O (configuration not stated)
 : -0.3	-6%	2	-10%	5%	3.1	6%	1%
#57 CS(=O)(=O)N(CCc1ccccc1)CC(=O)Nc1ccccc1
 : -0.9	-4%	15	7%	1%	-1.6	-6%	-13%
#58 O=C1CCc2cc(S(=O)(=O)NC3CCCCC3)ccc2N1
 : -0.2	6%	-8	13%	3%	0.1	-5%	1%
#59 O=C(CCn1c(=O)oc2ccccc21)NCc1ccc2c(c1)OCO2
 : 0.4	4%	-4	-22%	5%	-3.5	-3%	2%
#60 Cn1c(SCc2ccc(Br)cc2)nc2ccccc2c1=O
 : -0.1	-16%	12	10%	12%	-0.8	-2%	0%
#61 CC(=O)c1ccc(Oc2ncnc3sccc23)cc1
 : -2.4	11%	-5	0%	5%	-4.6	-11%	-4%
